# HCV core dimer = inhibitors of HCV core protein dimerization, primary screen, biochemical, TR-FRET, high-throughput. TR-FRET GST/Flag-core106 dimerization, 1536-well. inhibition, % at 5 µM. hit rate 0.33% among 300,000. AID 1899, 2009;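 active = inhibition above the mean of all tested compounds plus 3 SD, set per screening campaign, cut at about 45% in these data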
#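 Assay system: GST-tagged and Flag-tagged HCV core protein residues 1-106 / Times: compound-protein-antibody incubation 4 h at 22.5 °C / Signal: time-resolved FRET, ex 340 nm, em 617 and 671 nm / Evaluation: % inhibition based on acceptor/donor emission ratio / Benchmarks: wells lacking GST-core106 and wells with excess unlabelled core106 / Repeats: singlicate, one well per compound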
# proCasp7 act = procaspase-7 activators, primary screen, counter-screen for procaspase-3 activator project, biochemical, absorbance, HTS, human. AID 463210, 2010. hit rate 0.093% among 330,000. recombinant procaspase-7, Ac-DEVD-pNA absorbance 405 nm; D23A/D198A/D206A triple mutant, cannot self-cleave; scale: DMSO 0, 5 µM enzyme 100. activation, % at 8.5 µM. Caspase-7 (Homo sapiens), P55210;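 active = percent activation above the screen-wide mean plus 3 SD, cut at about 25% in these data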
#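 Assay system: Uncleavable procaspase-7 mutant enzyme; Input: 2 µM procaspase-7 mutant as dispensed; Also added: DEVD-pNA substrate; Medium: Zinc-free HEPES pH 7.4 with 300 mM NaCl, 0.01% Triton X-100; Timing: 1 h compound preincubation, 2 h substrate cleavage, 25 °C; Measured by: Epi-absorbance of released pNA at 405 nm, two timepoints.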
# JMJD2C inh = inhibitors of GASC-1 histone demethylase, primary screen, biochemical, fluorescence, DELFIA europium. Lysine-specific demethylase 4C (Homo sapiens), Q9H3R0. GST-JMJD2C(1-420) H3K9me3 demethylation. inhibition, % at 2.35 µM. hit rate 0.069% among 330,000. AID 2099, 2009;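 active = more than half of a compound's replicate wells show inhibition beyond 50%, single wells judged on their own value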;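 note: signal counts dimethyl H3K9 product captured on neutravidin plate; 0% = median of DMSO wells and 100% = 0.3 times that DMSO median; strong numbers were not always called active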
# PP1 counter = PP1-alpha phosphatase inhibitors, primary screen, counter-screen for PP5 inhibitor project, biochemical, fluorescence, OMFP substrate, single point | Serine/threonine-protein phosphatase PP1-alpha catalytic subunit (Homo sapiens), P62136 | purified PP1alpha | inhibition, % at 6.7 µM | hit rate 0.9% among 320,000 | AID 2235, 2010;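 active = inhibition above the mean inhibition of all tested compounds plus 3 SD, computed separately for each screening campaign, cut at about 15% in these data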
# Target sequence (P62136 whole entry, looked up): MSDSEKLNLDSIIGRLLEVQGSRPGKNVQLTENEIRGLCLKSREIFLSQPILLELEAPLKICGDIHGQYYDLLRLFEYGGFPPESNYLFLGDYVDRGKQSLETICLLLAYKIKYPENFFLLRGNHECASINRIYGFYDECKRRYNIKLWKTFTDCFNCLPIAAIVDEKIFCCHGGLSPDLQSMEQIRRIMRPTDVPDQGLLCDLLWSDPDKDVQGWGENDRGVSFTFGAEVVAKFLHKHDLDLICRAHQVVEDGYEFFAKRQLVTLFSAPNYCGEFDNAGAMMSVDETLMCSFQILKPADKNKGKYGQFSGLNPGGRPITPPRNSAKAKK
# PP5 inh = PP5 phosphatase inhibitors, primary screen, biochemical, fluorescence | Serine/threonine-protein phosphatase 5 (Homo sapiens), P53041 | purified PP5c, OMFP substrate fluorescence | inhibition, % at 6.7 µM | hit rate 0.18% among 320,000 | AID 1987, 2009;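 active = inhibition above the campaign's mean inhibition across all tested compounds plus 3 SD, cut at about 9.5% in these data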;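 note: 0% = DMSO only and 100% = 100 µM cantharidin control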
# procasp3 activ = activators of human procaspase-3 D3A mutant, primary screen, biochemical, absorbance, PC-3 D3A mutant, single concentration; Caspase-3 (Homo sapiens), P42574; recombinant procaspase-3 D3A, Ac-DEVD-pNA absorbance 405 nm; activation, % at 8.5 µM; hit rate 0.11% among 330,000; AID 463141, 2010;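 active = activation above the mean of all tested compounds plus 3 SD, cut at about 21% in these data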;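 note: 0% = DMSO alone and 100% = DMSO wells spiked with extra 5 µM PC-3 D3A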
#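 System: Procaspase-3 D3A mutant. Medium: Zinc-free 300 mM NaCl, 50 mM HEPES, 0.01% Triton X-100. Schedule: 1 h preincubation plus 2 h reaction at 25 °C. Measured by: 405 nm absorbance of p-nitroaniline, reads at 0 and 120 min. Read-out: percent activation relative to control range.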
# GRK2 aptamer HTS = compounds blocking aptamer binding on GRK2 – biochemical, human GRK2, bead flow cytometry, HTS, primary screen; FAM-aptamer displacement from GRK2; inhibition of aptamer binding, % at 10 µM; hit rate 0.59% among 330,000;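 active = inhibition of aptamer binding above 40%, roughly 3 SD of noise, on plates passing a quality check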;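 note: median bead fluorescence of bound FAM aptamer so fluorescent compounds give negative values; no value below 0 was filed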
# Target sequence (P25098 whole entry, looked up): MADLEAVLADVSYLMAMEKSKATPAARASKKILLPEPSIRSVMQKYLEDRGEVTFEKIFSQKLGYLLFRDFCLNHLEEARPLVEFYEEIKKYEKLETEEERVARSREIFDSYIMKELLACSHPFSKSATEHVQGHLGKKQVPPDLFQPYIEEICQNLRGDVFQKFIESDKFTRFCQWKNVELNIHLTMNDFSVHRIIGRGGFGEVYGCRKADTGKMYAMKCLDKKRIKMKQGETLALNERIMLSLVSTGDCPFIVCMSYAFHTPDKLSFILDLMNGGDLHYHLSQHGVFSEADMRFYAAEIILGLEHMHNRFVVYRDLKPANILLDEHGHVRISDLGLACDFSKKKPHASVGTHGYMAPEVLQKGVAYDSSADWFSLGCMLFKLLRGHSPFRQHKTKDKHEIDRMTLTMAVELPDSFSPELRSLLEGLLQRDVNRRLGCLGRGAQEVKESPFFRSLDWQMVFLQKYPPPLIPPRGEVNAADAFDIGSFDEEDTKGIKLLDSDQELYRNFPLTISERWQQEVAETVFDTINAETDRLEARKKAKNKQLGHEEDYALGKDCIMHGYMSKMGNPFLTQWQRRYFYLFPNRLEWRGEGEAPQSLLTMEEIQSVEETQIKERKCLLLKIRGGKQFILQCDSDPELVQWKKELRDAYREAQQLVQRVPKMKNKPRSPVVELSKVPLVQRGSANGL
# VLA-4 inh = inhibition in human VLA-4 binding assay, primary screen, VLA-4 allosteric modulator project, MLPCN library, flow cytometry, VLA-4 expressing cells; ligand binding flow cytometry; inhibition, % (about 7 µM as worked out from the volumes in the protocol); hit rate 0.2% among 330,000; AID 2557, 2010; in the data active = inhibition above about 50%
# CTSL1 counter = Fasciola hepatica cathepsin L1 inhibitors, primary screen, counter-screen for PFM18AAP inhibitor project, biochemical, QFRET, fluorogenic peptide substrate | AID 1906, 2009 | recombinant F. hepatica cathepsin L1, Z-Leu-Arg-MCA fluorescence | hit rate 0.49% among 300,000 | inhibition, % at 5.96 µM;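 active = inhibition above the mean of all tested compounds plus 3 SD, set per screening campaign, cut at about 17% in these data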;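 note: 0% = plate median of test compound wells and 100% = 1 µM Z-Phe-Ala-diazomethylketone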
# * marks the source's active call; other numbers are inactive results; / = not tested or not shown.
1	COc1ccc(-c2nnc(SC3CCOC3=O)n2C2CCCCC2)cc1OC (configuration not stated)
2	COc1cc(SC)ccc1C(=O)NCCOc1ccc(Cl)cc1
3	CCOC(=O)C1=C(COC(=O)CCOc2cc(C)ccc2C)NC(=O)NC1C (configuration not stated)
4	O=C(NCCC(=O)N1CCCCC1)c1ccccc1Cl
5	Cc1nonc1NC(=O)CSc1nnc(-c2ccoc2C)n1C
6	COc1cc(S(=O)(=O)N2CCOCC2)ccc1NC(=O)CSc1n[nH]c(=O)[nH]c1=O
7	CCOc1ccccc1N1CCN(Cc2ccco2)CC1
8	NC(=O)C1CCN(C(=O)C2(NC(=O)Nc3cccc(F)c3)CCCCC2)CC1
9	NC(=O)CC[C@@H]1NC(=O)[C@@H]2CCCN2C(=O)c2cc([N+](=O)[O-])cc(I)c2NCCC[C@@H](C(N)=O)NC1=O
10	COc1cc(OC)c(C2SCCCS2)cc1OC
screen / no.	1	2	3	4	5	6	7	8	9	10
CTSL1 counter	1	-3	/	-1	-3	-4	-1	-5	4	2
PP5 inh	2.9	4.7	2.6	0.8	-0.1	-2.0	3.2	1.2	-2.2	-0.2
procasp3 activ	-4	-7	11	-2	0	-2	6	5	0	5
proCasp7 act	-6	9	-10	7	7	8	-1	16	-4	10
GRK2 aptamer HTS	21	0	0	0	1	4	0	0	2	2
HCV core dimer	-3	-4	/	-3	-4	-10	-14	0	4	6
PP1 counter	4	0	0	-1	3	-4	3	2	-1	-3
VLA-4 inh	16	10	0	-4	-4	44	-5	-3	15	10
JMJD2C inh	2	1	17	0	-2	-4	31	-9	4	7

# Looked up one by one from above, 2 records:
4	O=C(NCCC(=O)N1CCCCC1)c1ccccc1Cl
8	NC(=O)C1CCN(C(=O)C2(NC(=O)Nc3cccc(F)c3)CCCCC2)CC1
screen / no.	4	8
CTSL1 counter	-1	-5
PP5 inh	0.8	1.2
procasp3 activ	-2	5
proCasp7 act	7	16
GRK2 aptamer HTS	0	0
HCV core dimer	-3	0
PP1 counter	-1	2
VLA-4 inh	-4	-3
JMJD2C inh	0	-9

# Remaining list, next part
11	CCCN1CCN(C(=O)CN2C(=O)CC(C)(C)S(=O)(=O)c3ccccc32)CC1
12	COc1cc(-c2[nH]ncc2CN(C)Cc2nonc2C)cc(OC)c1OC
13	Cc1cccc(-c2nsc(SCC(=O)NCc3ccc4c(c3)OCO4)n2)c1
14	Cc1nc(C(F)(F)F)c(C(=O)N/N=C(\N)c2cccnc2)s1
15	Cc1cc(C(=O)COC(=O)C2=COCCO2)c(C)n1-c1cccc(F)c1
16	CN(C(=O)CSc1nnc(-c2ccccc2)c(-c2ccccc2)n1)C1CCS(=O)(=O)C1 (configuration not stated)
17	Cc1cc(C=NCCO)c(C)n1-c1cc(Cl)ccc1Cl
18	O=C(COC(=O)c1ccc2ccccc2n1)Nc1cccc(S(=O)(=O)NC2=NCCCCC2)c1
19	Cc1coc2cc3oc(=O)c(CCC(=O)N4CCC(C(=O)O)(c5ccccc5)CC4)c(C)c3cc12
20	COc1ccc(/C=C2/SC(=O)N(CCNC(=O)CC(NC(C)=O)c3ccccc3)C2=O)cc1 (configuration not stated)
screen / no.	11	12	13	14	15	16	17	18	19	20
CTSL1 counter	-4	-1	7	2	-5	1	6	-3	2	1
PP5 inh	3.6	-1.9	1.0	-0.8	-0.2	0.2	-0.3	1.5	2.9	0.2
procasp3 activ	4	0	16	0	-8	2	1	-5	7	6
proCasp7 act	7	3	2	3	5	10	-3	12	3	1
GRK2 aptamer HTS	2	6	0	2	2	4	4	0	0	0
HCV core dimer	-2	0	9	-1	1	8	1	0	-2	2
PP1 counter	-4	-4	2	-3	-3	-3	-2	1	-5	-5
VLA-4 inh	35	5	10	5	14	7	5	7	-3	-10
JMJD2C inh	-10	68	1	11	-44	2	-6	21	-39	2

21	COc1cccc(C2c3[nH]c4ccccc4c3C[C@H]3C(=O)N(C4CC4)CC(=O)N23)c1 (some centres not stated)
22	COc1ccc(C(=O)OCC(=O)NC2CC2)cc1F
23	O=C(Nc1ccc(Cc2ccc(NC(=O)N3CCOCC3)cc2)cc1)N1CCOCC1
24	O=C(c1snnc1-c1ccccc1)N1CCOCC1
25	CC(=O)NC(CC(=O)NNC(=O)C(C)Oc1ccccc1F)c1ccccc1 (configuration not stated)
26	Cc1ccc(S(=O)(=O)N(C)C)cc1-n1c(SCC(=O)Nc2ccccc2)nc2ccccc2c1=O
27	CCCCC(=O)Nc1ccccc1C(=O)OCC(=O)c1ccc2c(c1)OCCO2
28	O=C(Nc1ccccc1C(=O)O)c1ccc2c(c1)C(=O)N(c1cccc([N+](=O)[O-])c1)C2=O
29	COc1ccc(N(C)S(=O)(=O)c2c(C)noc2C)c(OC)c1
30	CC(=O)Nc1ccc(NC(=O)COC(=O)c2ccco2)cc1
screen / no.	21	22	23	24	25	26	27	28	29	30
CTSL1 counter	5	/	1	-2	-3	2	-1	-5	0	-5
PP5 inh	-0.6	/	1.7	0.1	-0.2	2.0	3.8	0.7	3.3	-1.1
procasp3 activ	-9	6	-7	2	-2	3	-2	-4	4	3
proCasp7 act	13	0	-4	2	5	-3	1	-5	-8	6
GRK2 aptamer HTS	0	2	0	2	1	0	0	0	0	0
HCV core dimer	0	/	-2	0	-3	12	5	-1	2	-4
PP1 counter	-3	/	0	0	0	0	2	-3	3	-2
VLA-4 inh	2	-4	5	18	0	6	31	9	1	30
JMJD2C inh	-15	2	-2	15	-2	-5	-2	-7	21	2

31	CCOC(=O)C1=CN(c2cccc(F)c2)C=C(C(=O)OCC)C1c1cc(OC)c(O)c([N+](=O)[O-])c1
32	COc1ccc(CNC(=O)COC(=O)c2cc3ccccc3cc2O)cc1OC
33	N#Cc1c(-c2ccncc2)c2c([nH]c1=O)-c1ccccc1OC2
34	CCCCC(O)(CCCC)C(=O)NNc1ccccc1
35	CC(C)(C)OC(=O)N[C@@H](Cc1ccccc1)C(=O)N1CCC(C(=O)N[C@@H](Cc2c[nH]c3ccccc23)C(=O)O)CC1
36	CCOc1ccc(C(C)=O)cc1CN1C(=O)NC(C)(C2CC2)C1=O (configuration not stated)
37	COc1ccccc1-n1ccnc1SCC(=O)NC1CCCC1
38	CCOc1cc(N2CCOCC2)c(OCC)cc1NC(=O)c1ccc(C)cc1
39	COC(=O)C1CCN(S(=O)(=O)CCNC(=O)c2ccc(F)cc2)CC1
40	COc1ccccc1CNC(=O)c1ccc(CNc2c(N3CCCC3)c(=O)c2=O)cc1
screen / no.	31	32	33	34	35	36	37	38	39	40
CTSL1 counter	7	/	1	1	5	-4	0	2	0	4
PP5 inh	1.1	/	-1.1	0.9	-1.1	-1.1	-2.6	-1.4	-1.8	1.8
procasp3 activ	5	5	-8	3	3	-3	1	1	2	5
proCasp7 act	3	-1	-1	15	-11	-3	7	-5	7	-2
GRK2 aptamer HTS	4	1	1	/	0	0	2	0	4	0
HCV core dimer	14	/	-2	-1	-1	0	0	-1	-4	-5
PP1 counter	0	/	-2	-1	1	10	-2	6	-5	2
VLA-4 inh	1	7	4	6	-6	2	4	5	3	-11
JMJD2C inh	-7	2	-29	-4	15	7	0	-4	8	70

41	Oc1ccc(-c2cnns2)c(O)c1
42	Cn1nnnc1SCC(=O)Nc1ccccc1N1CCOCC1
43	CN(C)C(CNC(=O)CCNC(=O)c1ccccc1Cl)c1ccco1 (configuration not stated)
44	Nc1nonc1-n1nnc(C(=O)N/N=C/c2ccncc2)c1CSc1ccccc1
45	CCOc1ccc(C(=O)OCC(=O)N2CCCC2)cc1
46	COc1cc2c(cc1OC)-c1cc(Nc3ccc(C(=O)O)cc3)nc(=O)n1CC2
47	O=C(O)c1ccc(N2C(=O)CC(N3CCN(c4cccc(C(F)(F)F)c4)CC3)C2=O)cc1 (configuration not stated)
48	Cn1c2ccccc2c(=O)c2cc(NCCCN3CCOCC3)ccc21
49	CC(C)[C@H](NC(=O)c1ccco1)C(=O)OCC(=O)N1CC(=O)Nc2ccccc21
50	Cc1nc2ccc(S(=O)(=O)NCC(=O)N3CCN(c4ccccn4)CC3)cc2s1
screen / no.	41	42	43	44	45	46	47	48	49	50
CTSL1 counter	-3	-2	/	-1	-1	2	0	/	-10	-2
PP5 inh	4.0	1.3	1.6	-0.2	0.7	3.3	0.4	/	-2.1	-0.1
procasp3 activ	-24	8	0	7	-3	5	-1	-9	-17	-11
proCasp7 act	-36	1	1	1	9	3	-9	-20	-15	-5
GRK2 aptamer HTS	0	0	0	11	2	1	1	3	0	0
HCV core dimer	-12	-2	/	3	0	-45	3	/	-4	-1
PP1 counter	2	5	1	1	0	-1	-5	/	2	1
VLA-4 inh	7	23	-4	-4	11	5	17	0	-5	21
JMJD2C inh	13	9	1	1	20	2	-13	7	8	3

# Arranged by the number under procasp3 activ (high to low): three from the list above.
item	SMILES	procasp3 activ
44	Nc1nonc1-n1nnc(C(=O)N/N=C/c2ccncc2)c1CSc1ccccc1	7
46	COc1cc2c(cc1OC)-c1cc(Nc3ccc(C(=O)O)cc3)nc(=O)n1CC2	5
41	Oc1ccc(-c2cnns2)c(O)c1	-24

# Additional records follow.
51	CC(=O)N(c1nc(CCl)cs1)c1c(C)cc(C)cc1C
52	CC(=O)Nc1nnc(/C=C/c2cccc([N+](=O)[O-])c2)s1
53	CN(C(=O)COc1ncnc2sccc12)c1ccccc1
54	O=C(CCc1nc(-c2ccccc2F)no1)NCCc1ccccc1Cl
55	CC(=O)c1nn(-c2cccc(Br)c2)cc1C(=O)c1ccc2ccccc2c1
56	C/C=C/c1ccc(OCCn2cncn2)c(OC)c1
screen / no.	51	52	53	54	55	56
CTSL1 counter	-3	4	-10	-1	-3	2
PP5 inh	-1.0	-2.8	-2.1	3.1	-0.8	0.1
procasp3 activ	5	8	7	-6	10	-5
proCasp7 act	-3	-1	4	-7	9	-5
GRK2 aptamer HTS	0	1	1	1	0	0
HCV core dimer	7	-20	0	-3	-21	-4
PP1 counter	-5	-8	-2	1	-4	1
VLA-4 inh	2	-10	35	18	10	5
JMJD2C inh	2	-6	/	-1	-11	27
